Screening data: PubChem BioAssay, several laboratories
RGS4 block – inhibitors of human RGS4; HEK293 M3R/RGS4 inducible, Fluo-4 calcium flux; hits give high values; triggered by carbachol at its EC20; AID 463165; actives 0.45% (n = 310,000); B-score at 10 µM;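 active means B-score, a plate-corrected calcium signal, over three deviations above library mean, with baseline fluorescence within five deviations of library mean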;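 further: RGS4 expression induced by doxycycline in cells with stable M3 receptor; B-score is computed from the integrated fluorescence ratio over baseline after carbachol; higher B-score means a larger calcium signal and so more RGS4 inhibition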
Target sequence (P49798 whole entry, looked up): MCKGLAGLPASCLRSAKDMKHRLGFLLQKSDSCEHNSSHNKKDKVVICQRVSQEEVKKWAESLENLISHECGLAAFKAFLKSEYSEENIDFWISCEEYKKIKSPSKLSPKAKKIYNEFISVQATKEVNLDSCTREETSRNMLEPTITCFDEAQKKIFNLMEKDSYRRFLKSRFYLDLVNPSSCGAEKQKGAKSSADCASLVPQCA
KCNK9 inh – human KCNK9 channel inhibition. Q9NPC2. AID 488922. actives 1.2% (n = 310,000). B-score at 10 µM. HEK293 KCNK9, FluxOR thallium flux fluorescence; hits give low values;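 active means ratio B-score over 3 SD below the library mean, with starting fluorescence within 5 SD of its mean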;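 further: negative B-score means less thallium flux so channel inhibition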
GSK3A inh – human GSK-3 alpha kinase inhibition. P49840. ADP-Glo luminescence, 60 min. inhibition, % at 10 µM. actives 0.1% (n = 320,000);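 in the data active means inhibition above about 50%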;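 further: GST-tagged GSK-3 alpha with peptide substrate and 25 µM ATP; 0% = DMSO neutral wells and 100% = GW8510 positive control wells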
Target sequence (P49840 whole entry, looked up): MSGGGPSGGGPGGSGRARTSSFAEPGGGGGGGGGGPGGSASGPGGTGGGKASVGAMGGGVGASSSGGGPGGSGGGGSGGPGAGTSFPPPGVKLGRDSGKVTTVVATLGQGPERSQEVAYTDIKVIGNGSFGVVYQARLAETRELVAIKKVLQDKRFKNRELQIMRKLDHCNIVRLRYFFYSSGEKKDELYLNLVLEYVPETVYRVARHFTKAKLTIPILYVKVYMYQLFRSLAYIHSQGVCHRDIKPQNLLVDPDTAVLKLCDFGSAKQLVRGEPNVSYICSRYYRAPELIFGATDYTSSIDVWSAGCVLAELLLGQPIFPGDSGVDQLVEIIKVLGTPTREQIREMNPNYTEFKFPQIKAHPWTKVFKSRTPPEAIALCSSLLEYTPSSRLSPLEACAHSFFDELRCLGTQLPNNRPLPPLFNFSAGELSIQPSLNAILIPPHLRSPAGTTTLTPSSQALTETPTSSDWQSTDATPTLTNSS
hERG protect – shields human hERG channel from block by proarrhythmic agents. Q12809. CHO-hERG, FluxOR thallium flux, dofetilide IC70 present. activation (rescue from dofetilide block), less the hit threshold, % at 10 µM. actives 0.51% (n = 310,000). AID 1511;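 active means activation above the mean of controls blocked by dofetilide plus 5 SD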;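 further: thallium influx through hERG after potassium depolarization seen as dye fluorescence rise; in these data hits start at about 4.7%; inactives centre near -7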
KCNK3 block – human KCNK3 channel inhibition, primary screen; B-score at 10 µM; actives 0.84% (n = 340,000); AID 602410; CHO-KCNK3 thallium flux, FluxOR fluorescence; hits give low values;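 active means B-score under library mean minus 4 SD, starting fluorescence ratio at most library mean plus 5 SD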;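 further: more negative B-score means stronger inhibition of thallium flux through KCNK3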
Target sequence (O14649 whole entry, looked up): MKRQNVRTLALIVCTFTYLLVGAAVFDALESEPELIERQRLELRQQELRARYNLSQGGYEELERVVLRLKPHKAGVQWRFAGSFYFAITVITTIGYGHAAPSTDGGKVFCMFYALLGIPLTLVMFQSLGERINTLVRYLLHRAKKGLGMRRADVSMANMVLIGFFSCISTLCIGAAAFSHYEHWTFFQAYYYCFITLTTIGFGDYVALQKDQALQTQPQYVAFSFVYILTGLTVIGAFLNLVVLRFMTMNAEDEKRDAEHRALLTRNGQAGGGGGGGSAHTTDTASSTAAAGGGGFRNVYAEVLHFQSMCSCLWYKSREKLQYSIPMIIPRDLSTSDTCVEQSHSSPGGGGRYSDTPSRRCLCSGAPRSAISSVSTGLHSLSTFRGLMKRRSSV
GSK3B inh – blocks human GSK3beta kinase activity; P49841; GST-GSK3beta kinase, ADP-Glo luminescence, 60 min; hits give low values; activity score (negative = inhibition), % at 10 µM; actives 0.038% (n = 300,000); AID 2097;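 active means more than half of replicate wells score below -50%, meaning over 50% inhibition versus plate controls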;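 further: 0% = median DMSO wells and -100% = median GW8510 positive control wells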
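Test system: GST-tagged human GSK3beta kinase, cell-free; evaluation: activity score scaled between in-plate DMSO and GW8510 controls; measured by: ADP-Glo luminescence; incubation: 60 min reaction, RT; benchmarks: DMSO and 20 µM GW8510; reagent: peptide substrate plus 25 µM ATP (final); medium: Tris/MgCl2 kinase buffer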
RGS4 pot – RGS4 potentiation or activation. HEK293 M3R/inducible RGS4, carbachol calcium flux Fluo4; hits give low values. B-score at 10 µM. actives 0.92% (n = 310,000). AID 463111;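 active means B-score of the integrated calcium signal more than 4 SD below the library mean, with starting fluorescence not abnormally high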;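 further: negative B-score means reduced calcium response which marks RGS4 activation or potentiation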
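test system = M3R-expressing HEK293 line, RGS4 induced by doxycycline | probe or stimulus = carbachol at ECmax as muscarinic agonist stimulus | timing = dye loading 30 min 37 °C, buffer rest 30 min RT | signal = calcium dye Fluo4 fluorescence | evaluation = B score from integrated fluorescence ratio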
Dyrk1A ADPGlo – Dyrk1A (rat) kinase inhibition; Q63470; ADP-Glo luminescence, NFATc1 peptide; inhibition, % at 12.5 µM; actives 0.43% (n = 310,000); in the data active means inhibition above about 50%;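 further: plate controls were vehicle with enzyme for no effect and no enzyme for full effect; many of its hits are not listed in these tables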
KCNQ1 block – inhibitors of human KCNQ1 potassium channel; P51787; CHO-K1 KCNQ1, FluxOR thallium flux fluorescence; hits give high values; B-score at 10 µM; actives 1.3% (n = 310,000); AID 2642;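 active means compounds whose thallium flux B-score, printed positive for inhibition, exceeds three library SD while starting fluorescence stays within three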;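 further: channel opened by potassium depolarization with thallium stimulus after 20 min compound exposure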
PolyA inh – yeast polyadenylation inhibition. S. cerevisiae SKY197-pL101 polyadenylation reporter, beta-gal luminescence; efflux-impaired pdr1/pdr3 knockout yeast; score 100 = 6 SD above DMSO. calls only at 12 µM. actives 0.02% (n = 300,000);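 active means lowest replicate activity score at least 50, where 100 means six control SD above control mean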;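 further: yeast exposed to compound for 9 h at 30 °C; higher score means more reporter readthrough which indicates perturbed polyadenylation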
KCNQ1 pot – potentiates or activates the human KCNQ1 potassium channel | P51787 | CHO-K1 KCNQ1, thallium flux FluxOR fluorescence; hits give high values | B-score at 10 µM | actives 0.35% (n = 310,000) | AID 2648;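 active means fluorescence ratio B-score, a plate-corrected score, at least three library SD, with initial intensity B-score within 5 SD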
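Material: CHO-K1 cells stably expressing KCNQ1. Medium: assay buffer for compound exposure, DMSO matched across wells. Reagent: K+/Tl+ depolarizing stimulus. Compound dosing: single-concentration screen. Times: 37 °C overnight plating, 90-min dark dye load, 20-min compound pretreatment. Technique: FluxOR Tl+ flux fluorescence.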
The depositor's hits bear a star; i = inactive; . = not tested or not shown.

no. | smiles | RGS4 block | KCNK9 inh | GSK3A inh | hERG protect | KCNK3 block | GSK3B inh | RGS4 pot | Dyrk1A ADPGlo | KCNQ1 block | PolyA inh | KCNQ1 pot
1 | Cc1ccc(S(=O)(=O)CCC(=O)OCC(=O)c2c(N)n(CC(C)C)c(=O)n(C)c2=O)cc1 | i | i | 1 | -6 | i | -1 | i | 5 | i | i | i
2 | CCn1c(CNC(=O)c2ccccc2F)nnc1SCCOc1ccccc1 | i | i | 0 | -10 | i | 2 | i | 1 | i | i | i
3 | COCCCNC(=O)CN1CCN(Cc2ccccc2Cl)C1=O | i | i | -1 | -8 | i | -3 | i | 2 | i | i | i
4 | COc1cccc(C2/C(=C(/O)c3ccc4c(c3)OCO4)C(=O)C(=O)N2CCN2CCOCC2)c1 (stereo not given) | i | i | 9 | 0 | i | -6 | i | -2 | i | i | i
5 | O=C(CN1CCN(c2ccc(O)cc2)CC1)NC(c1ccccc1)c1ccccc1 | 13* | i | -2 | -2 | i | 1 | i | 1 | i | i | i
6 | Cc1ccc(-c2cc(C(=O)OCn3nnc4ccccc4c3=O)c3ccccc3n2)cc1 | i | i | -1 | -6 | i | 1 | i | -7 | i | i | i
7 | CC(C)(C)c1ccc(C(=O)N2CCC3(CC2)NCCc2[nH]cnc23)cc1 | i | i | -2 | -9 | i | 0 | i | . | i | i | i
8 | Cc1ccccc1/C=N\NC(=O)c1ccccc1-n1cccc1 | i | i | -1 | -10 | i | -4 | i | 1 | i | i | i
9 | Cc1ccnc(NC(=S)NC(=O)/C=C/c2ccccc2)c1 | i | i | -3 | -3 | i | -4 | i | . | i | i | i
10 | CCOC(=O)c1c(NC(NC(C)=O)C(Cl)(Cl)Cl)sc(C(C)=O)c1C (stereo not given) | i | i | -4 | 0 | i | -1 | i | -3 | i | i | i
11 | Cc1ccn2c(c1)nc(=S)n2C(=O)c1ccccc1 | i | i | -2 | -7 | i | -2 | i | 1 | i | i | i
12 | OCCCNCc1ccc(Cl)cc1Cl | i | i | -1 | -12 | i | 2 | i | -2 | i | i | i
13 | COc1cc(C(c2c(C)[nH][nH]c2=O)c2c(C)[nH][nH]c2=O)ccc1OS(=O)(=O)c1ccccc1 | i | i | 1 | -9 | i | -6 | i | -2 | i | i | i
14 | COCCN(CCOC)S(=O)(=O)c1ccc(C(=O)Nc2nnc(C3CC3)o2)cc1 | i | i | -3 | -6 | i | . | i | 2 | i | i | i
15 | O=C(COC(=O)C1CCN(c2ccc(C(F)(F)F)cn2)CC1)c1ccccc1Cl | i | i | -1 | -16 | i | 2 | i | -12 | i | i | i
16 | O=c1[nH]c2ccccc2nc1NCc1ccccc1 | i | i | -1 | -6 | i | -3 | i | -4 | i | . | i
17 | c1cc(-c2nnc(-c3ccncc3)o2)ccn1 | i | i | 6 | -13 | i | -4 | i | 5 | i | i | i
18 | COc1ccc(N2CCN(CC(=O)Nc3sccc3C#N)CC2)cc1 | i | i | -1 | -6 | i | 1 | i | -3 | i | i | i
19 | COc1cccc(/C=C/C(=O)OCC(=O)c2cc(C)n(CC3CCCO3)c2C)c1OC (stereo not given) | i | i | -3 | -5 | i | 0 | i | -4 | i | . | i
20 | CCN(CC(=O)NCc1cccs1)C(=O)/C=C/c1cccc(Br)c1 | i | i | -4 | -12 | i | 1 | i | -9 | i | i | i
21 | N#Cc1ccccc1NC(=O)CNc1ccc(Cl)c(C(F)(F)F)c1 | i | i | -2 | -16 | i | 2 | i | 2 | i | i | i
22 | CCOc1ccc(NC2C=CS(=O)(=O)C2)cc1 (stereo not given) | i | i | 1 | -13 | i | 1 | i | -3 | i | i | i
23 | COc1ccc(C=NCCC2(O)CC(C)N(C)CC2C)cc1 (stereo not given) | i | i | 2 | -5 | i | -8 | i | -4 | i | i | i
24 | CC(CCc1ccccc1)NC(=O)C1CCCN(c2nnc(-n3cccc3)s2)C1 (stereo not given) | i | i | -5 | -4 | i | 2 | i | -1 | i | i | i
25 | O=C(Oc1ccc(C(=S)N2CCOCC2)cc1)c1ccc([N+](=O)[O-])cc1 | i | i | -2 | -3 | i | -5 | i | -3 | i | i | i
26 | CCOc1ccc(-c2noc(CCC(=O)NCC3CCCO3)n2)cc1OC (stereo not given) | i | i | -4 | -4 | i | 2 | i | 1 | i | i | i
27 | Cc1c(Nc2scc(-c3ccccc3)[n+]2-c2ccccc2)c(=O)n(-c2ccccc2)n1C | i | i | -1 | -21 | i | 0 | i | -1 | i | i | i
28 | O=C(CCNC(=O)c1ccc([N+](=O)[O-])cc1)Nc1ccc(S(=O)(=O)N2CCOCC2)cc1 | i | i | -3 | -11 | i | -6 | i | -1 | i | i | i
29 | O=C(c1ccc(Cl)c(S(=O)(=O)N2CCCCCC2)c1)N1CCN(c2ccccn2)CC1 | i | i | -1 | -13 | i | 1 | i | -4 | i | i | i
30 | CC(CCc1ccccc1)NC(=O)COC(=O)c1ccc(S(C)(=O)=O)c([N+](=O)[O-])c1 (stereo not given) | i | i | -2 | 0 | i | 1 | i | . | i | i | i

Random excerpt: 4 compounds from above, in no set order.
no. | smiles | RGS4 block | KCNK9 inh | GSK3A inh | hERG protect | KCNK3 block | GSK3B inh | RGS4 pot | Dyrk1A ADPGlo | KCNQ1 block | PolyA inh | KCNQ1 pot
20 | CCN(CC(=O)NCc1cccs1)C(=O)/C=C/c1cccc(Br)c1 | i | i | -4 | -12 | i | 1 | i | -9 | i | i | i
26 | CCOc1ccc(-c2noc(CCC(=O)NCC3CCCO3)n2)cc1OC (stereo not given) | i | i | -4 | -4 | i | 2 | i | 1 | i | i | i
7 | CC(C)(C)c1ccc(C(=O)N2CCC3(CC2)NCCc2[nH]cnc23)cc1 | i | i | -2 | -9 | i | 0 | i | . | i | i | i
12 | OCCCNCc1ccc(Cl)cc1Cl | i | i | -1 | -12 | i | 2 | i | -2 | i | i | i

More results
no. | smiles | RGS4 block | KCNK9 inh | GSK3A inh | hERG protect | KCNK3 block | GSK3B inh | RGS4 pot | Dyrk1A ADPGlo | KCNQ1 block | PolyA inh | KCNQ1 pot
31 | Cc1ccc(OCC(=O)n2nc(C)cc2C)c(C)c1 | i | i | -1 | -6 | i | 5 | i | -4 | i | i | i
32 | Oc1ccccc1N1CCN(C(=S)Nc2ccc(SC(F)F)cc2)CC1 | i | i | 1 | -12 | i | -1 | i | -8 | i | i | i
33 | Cc1ccccc1OCC(=O)Nc1ccncc1 | i | i | 6 | -15 | i | -6 | i | 3 | i | i | i
34 | COc1ccc(C(=O)Nc2ccc(Cl)cc2C(=O)N2CCCC(C)C2)cc1OC (stereo not given) | i | i | . | -7 | i | 1 | i | -3 | i | i | i
35 | CCN(CC(=O)Nc1sc2c(c1C#N)CCC(C)C2)Cc1nc2ccccc2c(=O)[nH]1 (stereo not given) | i | i | 0 | -5 | i | 3 | i | 4 | i | i | i
36 | O=C(NC1CCCCC1)Oc1ccccc1 | i | i | 1 | -5 | i | 0 | i | 0 | i | i | i
37 | CSc1nc(-c2ccco2)nn1C(=O)c1ccccc1Cl | i | i | . | -7 | i | 2 | i | -10 | i | i | i
38 | Cc1cc(Cl)ccc1NC(=S)NCCCO | i | i | -3 | -6 | i | 1 | i | -6 | i | i | i
39 | O=[N+]([O-])c1ccc(C2=NCCO2)cc1 | i | i | 8 | -5 | i | 1 | i | -4 | i | i | i
40 | CCOCC(=O)Nc1nc(C)cc(C)n1 | i | i | 0 | -11 | i | 2 | i | 1 | i | i | i
41 | Cc1nn(CC(=O)O)c2ccccc12 | i | i | -2 | -8 | i | -1 | i | 0 | i | i | i
42 | Cc1cccc(C(=O)NC(=S)N2CCN(C)CC2)c1 | i | i | 1 | -1 | i | 2 | i | 3 | i | i | i
43 | COc1ccc(NC(=O)C2=CC(c3ccc(C)cc3)=NS(=O)(=O)N2C)cc1OC | i | i | 0 | -12 | i | 0 | i | 3 | i | i | i
44 | COc1ccc(NC(=O)CN2CCN(c3ccc(F)cc3)CC2)cc1Cl | i | i | 2 | -7 | i | 2 | i | -1 | i | i | i
45 | N=c1oc2ccccc2cc1-c1nc2ccccc2c(=O)[nH]1 | i | i | 0 | -6 | i | 3 | i | 1 | i | i | i
46 | O=c1cc(-c2ccccc2)[nH]n2cnnc12 | i | i | 3 | -6 | i | -1 | i | 6 | i | i | i
47 | CCOC(=O)CSc1nnc(COc2ccc3ccccc3c2)o1 | i | i | -3 | -10 | i | 4 | i | 0 | i | i | i
48 | Cc1ccccc1NC(=S)NCC(c1cccnc1)N1CCOCC1 (stereo not given) | i | i | -4 | -8 | i | 3 | i | -2 | i | i | i
49 | Cc1cccc(C(C)C)c1NC(=O)COC(=O)COc1ccc2c(C)cc(=O)oc2c1 | i | i | -1 | -7 | i | 3 | i | -2 | i | i | i
50 | CC(=O)Nc1ccc(NC(=O)CCCN2C(=O)c3ccccc3C2=O)cc1 | i | i | . | -17 | i | 1 | i | -3 | i | i | i
51 | COc1ccc(-c2cn3cccc(C)c3n2)cc1F | i | i | -1 | -5 | i | -4 | i | 11 | i | i | i
52 | CC(=O)c1nnn(-c2cccc([N+](=O)[O-])c2)c1C | i | i | 0 | -8 | i | -1 | i | 0 | i | i | i
53 | COc1cc(C(=O)Oc2ccccc2/C=N/NC(=O)c2ccc(C)cc2)cc(OC)c1OC | i | i | . | -1 | i | 5 | i | 2 | i | i | i
54 | O=[N+]([O-])c1cccc(/C=N/Nc2ncc(Br)cn2)c1 | i | i | 5 | -7 | i | -7 | i | . | i | i | i
55 | COc1ccc(NS(=O)(=O)c2ccc(-c3coc(C)n3)cc2)cc1 | i | i | 3 | -4 | i | 2 | i | . | i | i | i
56 | C=CCNC(=O)/C(C#N)=C/c1ccccc1Cl | i | i | 0 | -15 | i | -3 | i | -4 | i | i | i
57 | COC(=O)[C@@H](NC(=O)NCc1cccc(OC)c1)C(C)C | i | i | -1 | -13 | i | 1 | i | -2 | i | i | i
58 | CN1C(=O)[C@H]2[C@@H](C3CC3)N3C(=O)CN(Cc4ccccc4)C(=O)[C@@]3(C)[C@H]2C1=O | i | i | -1 | -4 | i | 2 | i | 3 | i | i | i

Only part of the results is shown; count on the stated rates, not on these rows.
